Compound activity: PubChem BioAssay, National Center for Advancing Translational Sciences (NCATS)
NPSR antag = blocks cAMP signaling of the human neuropeptide S receptor. CHO-NPSR cells, cAMP TR-FRET, antagonist mode. Potency, µM (top dose mostly 38.3 µM), inactives show at the top dose activity change, negative = inhibition, hits mostly inhibitors. 220,000 tested, 1% active. AID 1461. Q6W5P4; further: potency means the concentration at half of the fitted maximal effect; on the % scale 0 is the no-effect control and ±100 the full control effect; nearly all actives have a fitted effect of over 50% in size; many of its hits are not listed in these tables
Target sequence (Q6W5P4 whole entry, looked up): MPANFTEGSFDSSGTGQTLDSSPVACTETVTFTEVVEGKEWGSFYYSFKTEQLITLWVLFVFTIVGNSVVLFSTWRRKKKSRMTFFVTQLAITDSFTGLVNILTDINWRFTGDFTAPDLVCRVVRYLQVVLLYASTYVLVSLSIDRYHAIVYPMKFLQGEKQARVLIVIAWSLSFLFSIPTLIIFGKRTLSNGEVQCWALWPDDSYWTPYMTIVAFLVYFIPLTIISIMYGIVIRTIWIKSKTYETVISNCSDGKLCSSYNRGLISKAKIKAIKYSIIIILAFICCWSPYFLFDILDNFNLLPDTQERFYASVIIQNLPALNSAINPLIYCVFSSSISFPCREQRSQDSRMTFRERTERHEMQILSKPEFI
CBFb-RUNX1 inh = blocks binding between human CBF-beta and RUNX1 | Q01196+Q13951 | AlphaScreen CBFb-His/RUNX1-biotin binding, biochemical | Potency, µM (doses to about 59.8 µM), for inactives: at the highest dose activity, negative = inhibition, usual class: inhibitors | 230,000 tested, under 10 active | AID 1477; further: % of control where 0% means no effect
Target sequence (Q01196 whole entry, looked up): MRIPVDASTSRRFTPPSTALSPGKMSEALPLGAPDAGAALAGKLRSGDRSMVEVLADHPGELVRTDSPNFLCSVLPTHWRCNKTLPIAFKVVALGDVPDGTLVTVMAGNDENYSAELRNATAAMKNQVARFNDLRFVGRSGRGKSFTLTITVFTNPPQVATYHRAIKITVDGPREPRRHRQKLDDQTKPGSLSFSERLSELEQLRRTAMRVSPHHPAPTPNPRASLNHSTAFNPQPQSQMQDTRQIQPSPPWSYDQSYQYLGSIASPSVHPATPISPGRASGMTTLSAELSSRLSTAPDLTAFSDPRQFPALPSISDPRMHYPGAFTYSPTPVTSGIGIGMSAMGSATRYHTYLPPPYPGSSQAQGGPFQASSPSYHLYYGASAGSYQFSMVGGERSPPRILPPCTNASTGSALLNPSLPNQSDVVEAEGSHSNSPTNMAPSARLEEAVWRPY
Target sequence (Q13951 whole entry, looked up): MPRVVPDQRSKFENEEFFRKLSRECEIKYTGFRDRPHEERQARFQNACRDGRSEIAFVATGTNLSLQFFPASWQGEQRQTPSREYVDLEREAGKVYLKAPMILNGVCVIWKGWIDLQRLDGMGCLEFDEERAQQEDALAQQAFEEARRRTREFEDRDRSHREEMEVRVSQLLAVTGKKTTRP
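Interaction loss through any mechanism counts as activity. Pre-formed complex of His-CBF-beta and biotin-RUNX1 (30 nM apiece) is incubated with compound 15 min, then with 50 ng nickel and 50 ng streptavidin beads for 90 min before AlphaScreen detection.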
Epigenetic derep = regulators of epigenetic silencing causing reporter derepression in mouse cells | murine LDR cells, GFP reporter derepression, 30 h | Potency, µM (highest dose often 53.9 µM), without a hit: top-dose GFP activation, hits mostly activators | 280,000 tested, 0.2% active | AID 1865; further: potency means the concentration at half of the fitted maximal effect; % of control where 0% means no effect; nearly all actives have a fitted effect of over 60% in size
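Reporter derepression read as number of fluorescent GFP-positive objects, 20-120 um in size, counted by laser-scanning cytometer. Mouse LDR line with an epigenetically silenced CMV-GFP locus; compound incubation 30 h, 37 C.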
IMPase Li cell = membrane-permeable IMPase blocker, potentiated with lithium | 210,000 tested, 0.35% active | CHO-M1 cells, IP1 TR-FRET (IP-One), carbachol + lithium | Potency, µM (series often up to 59.4 µM), without a hit: top-dose activity, negative = IMPase inhibition, actives largely listed as inhibitors;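 further: IP1 builds up when IMPase is blocked and the TR-FRET signal falls; potency means the concentration at half of the fitted maximal effect; plate controls were basal vehicle for no effect and high inhibitor control for full effect; nearly all actives have a fitted effect of over 50% in size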
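Test compounds were applied to CHO-M1 cells previously cultured for 16–30 h at 2000 per well. A small lithium amount accompanied them; after 30 min at 37C, IP1 was quantified by TR-FRET.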
KinaseGlo FLuc = blocks Kinase-Glo luciferase, a counter-screen artifact; Q27757; Kinase-Glo luciferase, ATP luminescence, 8 min; Potency, µM (titrated, usually from 38.3 µM), without a hit: top-dose activity change, negative = inhibition, usual class: inhibitors; 200,000 tested, 0.28% active; AID 1379; further: potency means the concentration at half of the fitted maximal effect; on the % scale 0 is the no-effect control and ±100 the full control effect; nearly all actives have a fitted effect of over 60% in size
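Substrate mix (final 50 mM imidazole pH 7.2, 50 mM KCl, 7 mM MgCl2, 10 uM ATP, 0.01% Tween 20, 0.05% BSA) plus pin-tool compound, then Kinase-Glo detection mix; 8 min ambient, luminescence read.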
LMNA splice mod = LMNA splicing modulation; 200,000 tested, 0.01% active; Potency, µM (titrated, usually from 46.1 µM), without a hit: at the highest dose ratio change, negative = inhibition, actives largely listed as inhibitors; HeLa LMNA splicing GFP/RFP minigene ratio, 48 h; AID 1487; active means well fitted inhibition curve with a large enough effect in the signal ratio, with a control signal flat, not every such curve was filed as active; inconclusive means small, poorly fitted or top-dose-only effect, or effect the other way, or a change in a side signal; the % refers to the signal ratio; further: potency means the concentration at half of the fitted maximal effect; on the % scale 0 is the no-effect control and ±100 the full control effect
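S3 HeLa stable clones carrying a lamin A-EGFP splicing minigene plus DsRed2 were seeded at 600 cells/well in Opti-MEM with 2% FBS, pin-dosed and incubated 48 h at 37°C. Acumen cytometry (488 nm) gave the GFP/RFP total-intensity ratio.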
HTT aggregate = mutant huntingtin aggregation inhibition | PC12 HttQ103-GFP aggregates, Acumen cytometry, 40 h | Potency, µM (top dose mostly 46.1 µM), inactives show top-dose activity change, negative = inhibition, most hits filed as inhibitors | 220,000 tested, 1.1% active | AID 1688; further: potency means the concentration at half of the fitted maximal effect; on the % scale 0 is the no-effect control and ±100 the full control effect; nearly all actives have a fitted effect of over 60% in size
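Read-out: GFP aggregate count by laser scanning cytometer (488 nm excitation, 500-530 nm emission, 1–25 µm objects >6 SD above background). Cells: PC12, inducible HTTex1-Q103-GFP, 100 nM tebufenozide; compounds titrated.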
* = called active by the depositor; ? = inconclusive; / = not tested or not shown; & = joins results of further samples; [ ] = dose if it differs, or a comment. Unless noted, the call rests on the fitted dose curve; in most records, active means well fitted curve in the direction sought with a large enough effect; inconclusive means small, poorly fitted or top-dose-only effect, or another doubt; inactive means no such curve, though single readings can be large; an effect the other way counts as inactive or inconclusive. The list is partial; the hit share may differ from the screen's.

Value order: LMNA splice mod	Epigenetic derep	IMPase Li cell	CBFb-RUNX1 inh	NPSR antag	HTT aggregate	KinaseGlo FLuc
NC(=O)c1cnn2c(-c3cccc(C(F)(F)F)c3)ccnc12
  /	-0.1%	/	6%	-21%	5%[9.22 µM]	/
CCOC(=O)Nc1ccc2c(c1)N(C(=O)CCN1CCOCC1)c1ccccc1S2=O (stereo not drawn)
  ?	-0.2%	17%[38.3 µM]	-3%	0%[46.1 µM]	?	-3%
Cc1c(NC(=O)C(=O)/C=C(/O)c2ccccc2)c(=O)n(-c2ccccc2)n1C
  -8%	-1.0%	4%	-5%	13%	-15%	1%
CCCCn1c(SCC(N)=O)nnc1-c1cc(OC)c(OC)c(OC)c1
  5%	1.0%	19%[38.3 µM]	0%	-4%[46.1 µM]	-1%	18%
COc1ccc(-c2cc(C(=O)Nc3ccccc3N3CCOCC3)c3ccccc3n2)cc1OC
  ?	0.9%	11%	-11%	-12%	-17%	3%
CCc1ccc(C(=O)N2CCCC2)s1
  -15%	2.4%	7%	3%	4%[46.1 µM]	-20%	0%
Cc1ccc(C)c(CN2CCCNC2=O)c1
  11%	-2.0%	22%[38.3 µM]	5%	-23%[46.1 µM]	?	0%
N/C(CC(=O)NC1CCCCC1)=N\OCC(=O)Nc1ccc(Cl)c(Cl)c1
  /	0.6%	/	12%	5%	-26%[9.22 µM]	/
COc1c(Cl)cc(-c2noc(C)c2C(=O)NCc2ccccc2)cc1Cl
  12%	-2.7%	2%[38.3 µM]	11%	-15%[46.1 µM]	-14%	1%
CC(C)(C)CC(=O)O/N=C(\N)c1ccccn1
  -9%	-0.1%	-3%	3%	2%	-8%	-16%
O=C(Nc1ccc2c(c1)OCCO2)C1CCCN1S(=O)(=O)c1cccc2cccnc12 (stereo not drawn)
  -13%	-1.0%	5%	6%	5%	?	0%
O=C(CSc1ncnc2scc(-c3ccccc3)c12)N1CCN(Cc2ccc3c(c2)OCO3)CC1
  ?	-0.9%	/	-28%	-15%[46.1 µM]	?	/
Oc1ccc2ccccc2c1C=NCc1ccccc1
  /	4.1%	/	8%	-13%[7.67 µM]	-3%[9.22 µM]	/
COc1cccc(NC(=O)CCN2C(=O)c3ccccc3S2(=O)=O)c1
  8%	0.0%	10%[38.3 µM]	5%	4%[46.1 µM]	14%	-1%
CC(NC(=O)CSc1nnc(-c2cccnc2)n1N)c1ccccc1 (stereo not drawn)
  /	-1.2%	-4%	6%	10%	15%	-3%
O=C(COc1cc(O)c2c(=O)cc(-c3ccccc3)oc2c1)c1ccc(F)cc1
  4%	-0.2%	/	3%	-30%[46.1 µM]	-5%	/
CCOc1ccc2c3c(c(=O)oc2c1OCC)CCCC3
  -3%	-1.2%	0%[38.3 µM]	4%	-8%[46.1 µM]	-2%	-5%
CC1(C)CN2C(=S)N(c3ccccc3)C(c3ccccc3)N2C1 (stereo not drawn)
  4%	-0.8%	62%[activator][38.3 µM]	5%	-13%[46.1 µM]	-7%	1%
CC1c2ccccc2CN1CC1=NCCN1 (stereo not drawn)
  /	0.0%	0%	13%	/	/	/
CC1=CC(=NOC(=O)/C=C/c2ccccc2)C=C(C)C1=O
  ?	11%	7%[38.3 µM]	8%	-9%[46.1 µM]	-27%	-3%
CN(Cc1cccs1)C(=O)COc1cccc(-n2cnnn2)c1
  5%	-2.6%	4%[38.3 µM]	11%	7%[46.1 µM]	-4%	-3%
O=C1Nc2ccccc2C12Nc1ccccc1-c1nc3ccccc3n12 (stereo not drawn)
  -10%	1.4%	21%	10%	?	1%	0%
CN=C(Nc1ccc(C)c(C)c1)SC1CC(=O)N(c2ccc(OC)cc2)C1=O (stereo not drawn)
  9%[46 µM]	4.5%	5%	1%	-26%	2%[9.22 µM]	2%
O=C(c1ccccc1)c1c[nH]c2cc3c(cc2c1=O)OCCO3
  ?	-1.0%	2%	-2%	-26%[46.1 µM]	-11%	-1%
COc1ccc(-c2cnc(-c3cccnc3)o2)cc1
  /	-1.1%	-5%	-9%	/	/	-1%
Cc1cc(=O)[nH]c2c1c(C)nn2C(C)(C)C
  /	0.1%	/	-6%	-17%	-20%[9.22 µM]	/
CCC(C(=O)O/N=C(\N)c1cccc(C)c1)c1ccccc1 (stereo not drawn)
  2%	-0.1%	48%[activator][38.3 µM]	28%	-9%[46.1 µM]	-17%	0%
CC1(C)CC23C(=O)CCC(O)C2(C)CCC13 (stereo not drawn)
  -6%	0.1%	-13%	/	/	/	-2%
CC(C)(C)c1nnc(NC(=O)C2CCN(c3ncccn3)CC2)s1
  -1%	2.2%	4%[38.3 µM]	9%	-11%[46.1 µM]	-22%	1%
COC(=O)c1ccc(C(NC(=O)OCc2ccccc2)/C(=C/[C@@H](C)C(=O)N(C)Cc2ccccc2)c2cccnc2)cc1 (stereo partly drawn)
  /	1.2%	7%	-27%	/	/	-1%
Cc1ccc(C(=O)Nc2ccc(N3CCN(C)CC3)nc2)cc1
  5%[46 µM]	-1.4%	5%	-5%	0%	16%	-3%
O=C(Nc1cc(S(=O)(=O)N2CCOCC2)ccc1O)c1ccc(NS(=O)(=O)c2ccc(Cl)s2)cc1
  1%	1.5%	2%	8%	10%	?	-4%
O=C1CN(C(=O)OCc2ccccc2)c2ccccc2N1
  5%	1.5%	-1%[38.3 µM]	8%	-27%[46.1 µM]	13%	3%
Oc1cc2c(cc1O)CN(C(=S)NCCc1ccc(Cl)cc1)CCC2
  ?	-1.2%&0.0%&1.6%	10%&-9%&25%	?	?	/	0%&7%
CN(C1CCCCC1)S(=O)(=O)c1ccc(NC(=S)NC(=O)c2cccs2)cc1
  ?	-1.1%	15%[38.3 µM]	-6%	?	?	-1%
O=C(Cc1coc2ccc3ccccc3c12)NCc1ccccc1
  -3%	1.5%	14%[38.3 µM]	7%	-22%[46.1 µM]	0%	-1%
CCCOC(=O)Nc1ccc(N2CCCCC2)cc1
  11%	-0.7%	-1%[38.3 µM]	-19%	-12%[46.1 µM]	18%	-7%
COc1cccc(NC(=S)NNC(=O)Cn2nc(C(F)(F)F)cc2C)c1
  4%	0.1%	4%	11%	11%	11%	-3%
CCc1cccc(N=c2c([N+](=O)[O-])nn(-c3ccc(Cl)cc3)n2O)c1
  ?	-1.0%	39%[38.3 µM]	?	-4%[46.1 µM]	?	19%
C=CCn1c(O)c(N=NC(=S)Nc2ccccc2F)c2cc(S(=O)(=O)N3CCOCC3)ccc21
  ?	10%	3%	?	-34%	?	-1%
C=CC12C=CC=CN1C(C(=O)OC)=C(C(=O)OC)C(C(=O)OC)=C2C(=O)OC (stereo not drawn)
  0%	-0.9%	0%	-3%	5%	5%	0%
Nc1nnc(SCC(=O)OCC(=O)c2ccccc2Br)s1
  /	2.4%	-7%	-2%	-10%	-6%	0%
COCCOC(=O)c1[nH]c2c(c1C)C(=O)C(C(=O)OC)C(C)C2 (stereo not drawn)
  3%	2.8%	-7%[38.3 µM]	-7%	-9%[46.1 µM]	2%	-5%
O=C(c1ccc([N+](=O)[O-])cc1)N1CCN(C(=O)c2ccco2)CC1
  9%[46 µM]	5.8%	-3%	-5%	3%	18%	1%
COc1ccc(N2C(=O)CC(SCc3ccc(Cl)cc3)C2=O)cc1 (stereo not drawn)
  /	3.8%	/	28%	-16%	-14%[9.22 µM]	/
O=C(CCCN1C(=O)c2ccccc2C1=O)Nc1ccc2c(c1)OCCO2
  ?	1.3%	7%	1%	7%	0%	-1%
Cc1nnc(NC(=O)CCC(=O)N2CCN(CCOc3cccc4ccccc34)CC2)s1
  /	0.0%	/	4%	-5%	25%[9.22 µM]	/
C=CCN1c2ccccc2[C@]23C[C@@H](C(=O)OC)N(C(=O)c4ccc(Br)cc4)C2=NC(C(=O)OC)=C(C(=O)OC)[C@H]13
  -8%[9.22 µM]	-1.6%	12%	-14%[13.1 µM]	-30%	-17%[9.22 µM]	-3%[7.66 µM]
FCCCOc1ccc(-c2ccnc(-c3ccccc3)n2)cc1
  3%	-1.7%	18%[38.3 µM]	?	-20%[46.1 µM]	-17%	-1%
COc1ccccc1NC(=O)C1=C(C)NC2=C(C(=O)CCC2)C1c1ccc(C)o1 (stereo not drawn)
  -1%	0.9%	-7%	6%	-20%[46.1 µM]	18%	1%
O=C(COC(=O)c1ccc(Br)o1)Nc1ncc(Cl)cc1Cl
  24%[46 µM]	5.9%	-9%	8%	10%	10%	-2%
CCCCNC(=O)C(c1ccc(OCC(=O)OC)c(C(=O)OC)c1)N(CCc1ccccn1)C(=O)CCCCCN1C(=O)NC(c2ccc(-c3ccccc3)cc2)C(C(=O)OCc2ccccc2)=C1C (stereo not drawn)
  /	1.6%	-2%	4%	/	/	-3%
Fc1ccccc1CSc1nncn1NCc1cccs1
  -3%	0.9%	0%	10%	1%[46.1 µM]	2%	1%
Cc1cc(C)nc(/N=C(/NC(=O)Nc2ccc(Cl)c(Cl)c2)Nc2ccccc2)n1
  -13%	1.3%	-4%	3%	0%[46.1 µM]	29%	2%
NC(=O)CN1CCN(c2nc(-c3ccc(F)cc3)cs2)CC1
  12%	-2.2%	-1%[38.3 µM]	-7%	-9%[46.1 µM]	3%	6%
CN(Cc1c(F)cccc1Cl)C(=O)C1CC(=O)N(CCc2ccccc2)C1 (stereo not drawn)
  /	0.0%	-1%	5%	-5%	-1%	2%
CSc1ccc(C#N)cc1NC(=O)c1ccccc1C
  5%[46 µM]	-0.4%	7%	4%	-2%	13%	-2%
CN(CC(=O)NCc1ccco1)S(=O)(=O)c1ccc2c(c1)n(C)c(=O)c(=O)n2C
  5%	-0.8%	12%[38.3 µM]	4%	-4%[46.1 µM]	?	0%
COc1ccc(CNC(=O)c2cnc3scc(C)n3c2=O)cc1
  -10%	0.0%	11%[38.3 µM]	5%	6%[46.1 µM]	6%	-2%
S=c1[nH]nc(-c2ccccn2)n1/N=C/c1ccccc1
  4%	-1.9%	-2%	?	-15%	-3%	1%
